NPYLR7 agonist: mosquito NPYLR7 agonism. HEK293T NPYLR7/Galpha15, GCaMP6s calcium fluorescence. activation, % at 10 µM. actives 0.15% (n = 270,000). AID 1259423; in the data active = activation above about 40%;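 also: 0% = vehicle and 100% = reference agonist at the receptor; some compounds past the cut are filed as inactive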
mcGAS lum: inhibitors of mouse cGAS. Q8C6L5. recombinant cGAS, Kinase-Glo ATP depletion luminescence. inhibition, % at 12.5 µM. actives 0.15% (n = 160,000);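 also: 0% = negative control wells and 100% = reference inhibitor with no enzyme activity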
hcGAS inh: blocks human cGAS activity | inhibition, % at 12.5 µM | recombinant h-cGAS, ATP depletion, Kinase-Glo luminescence | AID 1259398 | Q8N884 | actives 0.081% (n = 290,000);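 also: 0% = vehicle reaction and 100% = reaction without DNA for no activity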
Target sequence (Q8N884 whole entry, looked up): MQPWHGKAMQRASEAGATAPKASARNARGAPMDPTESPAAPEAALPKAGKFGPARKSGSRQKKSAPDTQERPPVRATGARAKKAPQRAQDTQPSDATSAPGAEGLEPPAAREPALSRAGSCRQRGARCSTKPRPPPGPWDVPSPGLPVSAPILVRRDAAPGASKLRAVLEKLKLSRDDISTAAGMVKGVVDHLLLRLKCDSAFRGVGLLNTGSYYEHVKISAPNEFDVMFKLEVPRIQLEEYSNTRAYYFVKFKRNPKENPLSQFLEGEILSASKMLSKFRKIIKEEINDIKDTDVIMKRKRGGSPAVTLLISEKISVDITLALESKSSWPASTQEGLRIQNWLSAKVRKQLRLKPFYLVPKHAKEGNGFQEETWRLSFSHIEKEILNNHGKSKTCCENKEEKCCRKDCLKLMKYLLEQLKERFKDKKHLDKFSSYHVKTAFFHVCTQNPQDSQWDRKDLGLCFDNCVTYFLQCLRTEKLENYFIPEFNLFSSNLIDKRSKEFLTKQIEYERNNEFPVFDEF
Numbers without * were called inactive; . = no result given. Rule as the data show it, unless noted: active = inhibition above about 40%; inactive = the rest.

#1 CC1CN(C(=O)Cn2cc(SCC(=O)NC3CCCCC3)c3ccccc32)CC(C)O1 (stereo not drawn)
#2 CCN1CCCC(NC(=O)c2cc(NC)ccc2OC)C1 (stereo not drawn)
#3 Clc1ccc(CCNc2ncnc3[nH]ncc23)c(Cl)c1
#4 NC(=O)Cn1cnc2c(nnn2Cc2ccccc2)c1=O
#5 CCOc1cccc(N2CCN(Cc3c(F)cccc3F)C(C)C2=O)c1 (stereo not drawn)
#6 O=C(Nc1ccc2c(c1)CN(Cc1ccc(-c3ccn[nH]3)o1)CC2)C1CCCO1 (stereo not drawn)
#7 COc1ccc(OC(C)C)c(NCc2cc(C)on2)c1
#8 CC(C)CN(C[C@@H](O)[C@H](Cc1ccccc1)NC(=O)O[C@H]1CCOC1)S(=O)(=O)c1ccc(N)cc1
compound no.,1,2,3,4,5,6,7,8
NPYLR7 agonist,-6,-5,2,8,25,8,-1,-14
mcGAS lum,0,.,.,.,-5,.,.,.
hcGAS inh,1,-8,-11,-4,-4,-2,-7,-3

#9 Nc1n[nH]c2ccc(-c3cccc4cnccc34)cc12
#10 COc1ccc(-n2nnc3c(SCc4ccc(Cl)cc4)ncnc32)cc1
#11 CN(C)c1ccc(-c2ccnc3c2CC(C)(C(=O)NCC2CCOCC2)O3)cc1 (stereo not drawn)
#12 CCC(C(=O)Nc1cccc(C(=O)NC(C)(C)C)c1C)n1cccn1 (stereo not drawn)
#13 CCN(CC)S(=O)(=O)c1cccc(C(=O)Nc2sc3c(c2C#N)CCC3)c1
#14 O=C(c1ccc(Cl)cc1)N(CCN1CCOCC1)c1nc2c(F)cc(F)cc2s1
#15 O=C(c1ccccc1OC1CCN(Cc2ccsc2)CC1)N1CCCCC1
#16 Cc1cc(C)n2nc(S(=O)(=O)NC(C)(C)C)nc2n1
compound no.,9,10,11,12,13,14,15,16
NPYLR7 agonist,3,13,-2,5,3,9,18,0
mcGAS lum,.,-6,-4,.,-4,.,.,.
hcGAS inh,-1,-6,-4,-7,-4,-7,-4,2

#17 Cc1cc(C)n(C(=O)c2ccc([N+](=O)[O-])c(C)c2)n1
#18 COc1ccc(S(=O)(=O)N(CC(=O)NCCCN(C)C)c2ccc(C)cc2)cc1OC
#19 CC(Cc1ccccn1)N(C)C(=O)C(C)(C)n1cccc1 (stereo not drawn)
#20 CCN1CCN(C(c2cccc(F)c2)c2c(O)cc(C)n(Cc3ccccn3)c2=O)CC1 (stereo not drawn)
#21 Cc1nn(-c2ccccc2)c2[nH]cc(C(=O)Nc3ccc(Oc4ccccc4)cc3)c(=O)c12
#22 COc1cncc(-c2ccc(NC(C)=O)cc2)c1
#23 COc1cccc(C2CCN(Cc3nc(-c4cccc(Cl)c4)no3)C2)c1OC (stereo not drawn)
#24 CC(C)Sc1nc2ccccc2n1CC(=O)O
compound no.,17,18,19,20,21,22,23,24
NPYLR7 agonist,-2,4,2,15,-1,7,16,0
mcGAS lum,.,-4,.,.,2,-16,-9,-3
hcGAS inh,0,-2,-8,-5,2,-6,-9,-10

#25 CC(C)(O)C#Cc1ccc(CN2CCCN(C(=O)C3CCC3)CC2)s1
#26 CC1(C)C[C@@H]2C[C@@](C)(CN2C(=O)Cn2ncc(N3CCCCC3)cc2=O)C1
#27 Cc1cc(=O)[nH]c(-n2nc(C)c(CCC(=O)NC3CC3)c2C)n1
#28 Cc1ccccc1C(C)NC(=O)Cc1csc(NC(=O)c2ccco2)n1 (stereo not drawn)
#29 CCN1CCN(C(c2cc(OC)c(OC)c(OC)c2)C2Sc3ncnn3C2=O)CC1 (stereo not drawn)
#30 CCc1cnc(-c2cc(C)ccc2OC)nc1
#31 O=C(c1cc(-c2ccccc2F)nc2cc(-c3ccc(Cl)cc3)nn12)N1CCc2ccccc2C1
#32 Cn1ccnc1-c1nccn1CCn1ccnc1
compound no.,25,26,27,28,29,30,31,32
NPYLR7 agonist,-5,.,5,14,7,-1,15,6
mcGAS lum,.,-7,.,.,-5,.,-7,.
hcGAS inh,-2,-14,7,4,-5,-6,-3,-2

#33 COc1ccc(OC)c(NC(=O)C2(C)CCN2Cc2ccc(-c3ccccn3)cc2)c1 (stereo not drawn)
#34 CCOC(=O)c1ccc(NC(=O)c2ccnn2C)cc1
#35 Cc1cc2c3c(c1)C1(N=C(N)NC(Nc4ccccc4)=N1)C(=O)N3C(C)(C)CC2C (stereo not drawn)
#36 C=CCn1c(=O)c2c(nc3n2CC(C)=NN3Cc2ccc(C)cc2)n(C)c1=O
#37 C=CCn1c(N2CCN(Cc3ccccc3)CC2)nc2c1c(=O)[nH]c(=O)n2C
#38 CCOCCn1cc(C2CCN(S(=O)(=O)c3ccc(S(C)(=O)=O)cc3)CC2)c2ccccc21
#39 Cc1ccc(S(=O)(=O)N2CCN(c3ncccc3C#N)CC2)cc1C
#40 Cc1ccccc1N1CCCn2c1nc1c2c(=O)n(CC(=O)OCc2ccccc2)c(=O)n1C
compound no.,33,34,35,36,37,38,39,40
NPYLR7 agonist,8,-5,-8,8,0,23,-6,1
mcGAS lum,.,.,.,-7,.,-10,.,-7
hcGAS inh,-8,-3,-3,0,1,-8,-5,-8

#41 COc1cccc(CN(CCc2c[nH]c3ccccc23)Cc2nc(C(=O)NCCc3ccccn3)co2)c1
#42 O=C1CSC2(C(=O)Nc3ccccc32)N1c1ccc(Cl)cc1 (stereo not drawn)
#43 Cc1ccn(C(CC(=O)c2ccc(Br)cc2)C(=O)O)n1 (stereo not drawn)
#44 CCCCn1c(SCc2nnc(C)o2)nc2sc(C)c(C)c2c1=O
#45 O=S(=O)(Cc1ccc(F)cc1)Nc1nc2c(s1)CCCC2
#46 CCCc1cc(C(=O)OCC)nn1C1CCN(C(=O)c2c(Cl)cc(Cl)cc2Cl)CC1
#47 CC(C)CN1CCC(NC(=O)c2ccc(Cl)cc2Cl)CC1
#48 CCOC(=O)c1cccc(S(=O)(=O)N2CCCCC2C(=O)NC)c1 (stereo not drawn)
compound no.,41,42,43,44,45,46,47,48
NPYLR7 agonist,7,-2,-6,1,8,7,5,-8
mcGAS lum,0,.,.,-8,.,-4,.,-16
hcGAS inh,-2,-6,-13,-6,-3,-1,-18,-9

#49 CC(C)S(=O)(=O)c1ccc(N2CCN(c3cccc(Cl)c3)CC2)nn1
#50 O=C(CSc1nc2ccccc2c(=O)n1C1CC1)c1ccccc1F
#51 CCOC(=O)C1=C(C)NC(C)=C(C(=O)OCC)C1C(=O)OCC(=O)N1CCCC1
#52 CCn1c(C)cc(O)c(C(c2ccc(SC)cc2)N2CCCCC2)c1=O (stereo not drawn)
#53 Cc1nc2n(n1)C(=O)C(C(c1cccc(Cl)c1)N1CCN(Cc3ccccc3)CC1)S2 (stereo not drawn)
#54 N#Cc1ccc(-c2ccc(OCC(=O)NNC(=O)c3ccc[nH]c3=O)cc2)cc1
#55 CN(CC(=O)NNC(=O)COc1ccc(Cl)cc1)C1CCCCC1
#56 CN(Cc1cc(-c2cccnc2)no1)S(=O)(=O)NCc1ccccc1
compound no.,49,50,51,52,53,54,55,56
NPYLR7 agonist,3,13,1,9,3,9,9,.
mcGAS lum,-2,.,-3,.,.,0,.,-2
hcGAS inh,-1,-12,-2,-11,-8,0,-2,4

#57 CC(C)N(C(=O)N1CCC2(CC1)CNC(=O)C2)C(C)C
#58 O=C(C(N=Nc1ccccc1)=C(O)c1ccccc1)c1ccccc1
#59 CCc1nc2c(OCC(=O)c3ccc(F)cc3)cccn2c1N(C)C(=O)CC(C)C
#60 c1ccc(Cn2cc(-c3cccc4c3CCNC4)cn2)cc1
#61 CC(C)c1cccc(C(C)C)c1OCCOCCn1cnc2ccccc2c1=O
#62 CCOC(=O)c1ccc(NC(=O)N2CCc3nc(Cc4ccccc4OC)nc(N4CCOCC4)c3C2)cc1
#63 COc1ccccc1Cc1nc2c(c(=O)[nH]1)CNCC2
#64 COc1ccc(NC(N)=Nc2nc(CSc3ccc(Cl)cc3)cc(=O)[nH]2)cc1
compound no.,57,58,59,60,61,62,63,64
NPYLR7 agonist,-20,-3,2,23,-6,10,0,-14
mcGAS lum,.,-4,-3,.,.,-6,.,.
hcGAS inh,1,-7,1,-8,-3,-10,1,-5

#65 CCOC(=O)c1nn(CC)c2c1CN(C(=O)c1cccc(-c3ccc(F)cc3)c1)CC2
#66 Cc1ccc2c(c1)c(CNC(=O)c1ccc(-n3cnnc3)cc1)nn2C
#67 COc1nc(-c2ccc(Cl)c(Cl)c2)n(-c2cccc(NC(=O)c3cccc(F)c3)c2)n1
#68 COc1ccc(C(=O)NC2CCC(NC(=O)[C@H]3CCCN3C(=O)COc3ccccc3)CC2)cc1 (stereo partly drawn)
#69 COC(=O)c1cc(C(=O)N2CCOC(c3ccc(Cl)c(Cl)c3)C2)n(C)n1 (stereo not drawn)
#70 c1cncc(-c2nc3c(c(N4CCCC(Cn5ccnc5)C4)n2)CNC3)c1 (stereo not drawn)
#71 CCOC(=O)C1C(=N)Oc2cc(C)oc(=O)c2C1c1cccc(F)c1 (stereo not drawn)
#72 Cc1ccc(Sc2ncccc2C(=O)NCC2CCCOC2)cc1C (stereo not drawn)
compound no.,65,66,67,68,69,70,71,72
NPYLR7 agonist,6,-6,9,3,0,4,-8,-7
mcGAS lum,-15,-9,-6,-4,.,-10,-7,.
hcGAS inh,-2,-5,-14,-3,-6,0,1,-14

#73 COc1cc(OC)cc(C2SCCN2C(=O)c2cccc([N+](=O)[O-])c2)c1 (stereo not drawn)
#74 COCCn1nc2n(c1=O)CCN(C1CCSCC1)CC2
#75 Cc1ccc(-c2n[nH]c(=S)n2-c2ccc(C)cc2)cc1
#76 CCSCc1ccc(C(=O)Nc2n[nH]c(CC)c2Br)cc1
#77 CN1CCN(C(CC(=O)Nc2ccc(O)cc2)C(=O)O)CC1 (stereo not drawn)
#78 CN(C)CCN(Cc1nccn1Cc1ccc(Cl)cc1Cl)C(=O)C1CCCC1
#79 O=C(Cc1cccs1)NN=Cc1c(Cl)cccc1Cl
#80 O=S(=O)(Cc1coc(-c2cccc(Cl)c2)n1)c1ncn[nH]1
compound no.,73,74,75,76,77,78,79,80
NPYLR7 agonist,1,.,-2,7,3,16,0,5
mcGAS lum,-7,-8,8,.,.,-5,-5,.
hcGAS inh,-7,-13,-2,-4,-8,-9,-7,-3

Reformatted field by field: entries from further up.
79) O=C(Cc1cccs1)NN=Cc1c(Cl)cccc1Cl
  NPYLR7 agonist = 0
  mcGAS lum = -5
  hcGAS inh = -7

80) O=S(=O)(Cc1coc(-c2cccc(Cl)c2)n1)c1ncn[nH]1
  NPYLR7 agonist = 5
  mcGAS lum = .
  hcGAS inh = -3

The results go on:
#81 O=C(NCC1CC1)c1nnc2n1CCN(Cc1ccccc1Cl)C2
#82 COc1cccc(Cc2c(C)nc(C)nc2N2CCN(C(=O)c3ccccc3F)CC2)c1
#83 O=C(Cn1cccn1)N1CCCC(N2CCN(c3ccccc3F)CC2)C1 (stereo not drawn)
#84 COCC(=O)N1CCN(C(=O)c2cc3ccoc3n2Cc2cccc(OC)c2)CC1C (stereo not drawn)
#85 CCCCN1C(=O)c2ccc(C(=O)Nn3c(C)nc4sccc4c3=O)cc2C1=O
#86 CCN1C(=O)C(=Cc2csc(N(C(C)=O)c3ccc(OC)cc3)n2)SC1=S
compound no.,81,82,83,84,85,86
NPYLR7 agonist,11,-1,4,.,13,0
mcGAS lum,.,2,.,-10,.,-2
hcGAS inh,-5,2,-3,-12,-2,2

Given as tab-separated lines: entries from further up
#	Structure	NPYLR7 agonist	mcGAS lum	hcGAS inh
70	c1cncc(-c2nc3c(c(N4CCCC(Cn5ccnc5)C4)n2)CNC3)c1 (stereo not drawn)	4	-10	0
71	CCOC(=O)C1C(=N)Oc2cc(C)oc(=O)c2C1c1cccc(F)c1 (stereo not drawn)	-8	-7	1
72	Cc1ccc(Sc2ncccc2C(=O)NCC2CCCOC2)cc1C (stereo not drawn)	-7	.	-14
73	COc1cc(OC)cc(C2SCCN2C(=O)c2cccc([N+](=O)[O-])c2)c1 (stereo not drawn)	1	-7	-7
74	COCCn1nc2n(c1=O)CCN(C1CCSCC1)CC2	.	-8	-13
75	Cc1ccc(-c2n[nH]c(=S)n2-c2ccc(C)cc2)cc1	-2	8	-2
76	CCSCc1ccc(C(=O)Nc2n[nH]c(CC)c2Br)cc1	7	.	-4
77	CN1CCN(C(CC(=O)Nc2ccc(O)cc2)C(=O)O)CC1 (stereo not drawn)	3	.	-8
78	CN(C)CCN(Cc1nccn1Cc1ccc(Cl)cc1Cl)C(=O)C1CCCC1	16	-5	-9
79	O=C(Cc1cccs1)NN=Cc1c(Cl)cccc1Cl	0	-5	-7
80	O=S(=O)(Cc1coc(-c2cccc(Cl)c2)n1)c1ncn[nH]1	5	.	-3
81	O=C(NCC1CC1)c1nnc2n1CCN(Cc1ccccc1Cl)C2	11	.	-5
82	COc1cccc(Cc2c(C)nc(C)nc2N2CCN(C(=O)c3ccccc3F)CC2)c1	-1	2	2
83	O=C(Cn1cccn1)N1CCCC(N2CCN(c3ccccc3F)CC2)C1 (stereo not drawn)	4	.	-3
84	COCC(=O)N1CCN(C(=O)c2cc3ccoc3n2Cc2cccc(OC)c2)CC1C (stereo not drawn)	.	-10	-12
85	CCCCN1C(=O)c2ccc(C(=O)Nn3c(C)nc4sccc4c3=O)cc2C1=O	13	.	-2
86	CCN1C(=O)C(=Cc2csc(N(C(C)=O)c3ccc(OC)cc3)n2)SC1=S	0	-2	2

From PubChem BioAssay
